Bioassay records (PubChem BioAssay)
Keap1-Nrf2 PPI – inhibitors of human Keap1-Nrf2 protein-protein interaction; 0.15% of 340,000 active; Keap1 Kelch-Nrf2 peptide fluorescence polarization, 1536-well; Q14145; inhibition, % at 9.4 µM; in the data active = inhibition above about 12%; inconclusive = no clear call, values can overlap the other calls; inactive = below about 7.3%;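 also: human Keap1 Kelch domain with fluorescein labeled Nrf2 9mer peptide probe; 0% = neutral control wells and 100% = peptide positive control; higher means more block of Keap1 binding to Nrf2 peptide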
HTR5A ag – activates human HTR5A in OPRM1-OPRD1 agonist counter-screen | HTR5A agonist assay, luminescence, cell-based | activation, % at 9.3 µM | 0.61% of 340,000 active; in the data active = activation mostly above about 9.5%, no sharp cut-off; inactive = mostly below about 7.6%;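 also: 0% = cells with vehicle only and 100% = reference agonist; strong numbers were not always called active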
OPRM1-OPRD1 inv – inverse agonist of human OPRM1-OPRD1 heterodimerization. P35372+P41143. cell-based MOR-DOR heterodimer luminescence, inverse agonism. inhibition, % at 9.3 µM. 0.21% of 340,000 active. AID 504357; in the data active = inhibition above about 22%, passing the limit was not always enough;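 also: 0% = cells with DMSO and 100% = wells without cells with DMSO; values of inactives mirror those of a sister screen read the other way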
Target sequence (P35372 whole entry, looked up): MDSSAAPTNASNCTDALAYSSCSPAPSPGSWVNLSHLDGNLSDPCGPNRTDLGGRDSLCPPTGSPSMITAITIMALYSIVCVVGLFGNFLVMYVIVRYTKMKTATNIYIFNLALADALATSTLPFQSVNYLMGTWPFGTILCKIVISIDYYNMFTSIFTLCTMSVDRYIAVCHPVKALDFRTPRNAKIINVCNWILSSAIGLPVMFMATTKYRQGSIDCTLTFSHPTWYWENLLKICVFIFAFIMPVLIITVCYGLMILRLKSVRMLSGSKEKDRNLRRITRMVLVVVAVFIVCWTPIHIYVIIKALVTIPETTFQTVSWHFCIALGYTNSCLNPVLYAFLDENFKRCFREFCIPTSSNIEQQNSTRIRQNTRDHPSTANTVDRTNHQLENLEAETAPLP
Target sequence (P41143 whole entry, looked up): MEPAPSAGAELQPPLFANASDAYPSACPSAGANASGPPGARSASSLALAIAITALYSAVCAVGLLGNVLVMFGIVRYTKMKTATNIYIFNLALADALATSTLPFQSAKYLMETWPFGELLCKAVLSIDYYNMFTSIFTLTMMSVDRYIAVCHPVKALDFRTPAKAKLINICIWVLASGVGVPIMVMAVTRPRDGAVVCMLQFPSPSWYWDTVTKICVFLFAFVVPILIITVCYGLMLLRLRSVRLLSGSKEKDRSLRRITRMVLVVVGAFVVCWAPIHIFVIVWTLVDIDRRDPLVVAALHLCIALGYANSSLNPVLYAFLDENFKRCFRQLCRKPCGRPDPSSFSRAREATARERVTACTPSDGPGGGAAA
HTR5A inv ag – counter-screen for OPRM1-OPRD1 inverse agonists: human HTR5A inverse agonism | P47898 | 0.083% of 340,000 active | HTR5A cell line, luminescence | inhibition, % at 9.3 µM; in the data active = inhibition mostly above about 23%, no sharp cut-off; inactive = mostly below about 18%;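 also: 0% = cells with DMSO and 100% = no-cell wells with DMSO; some compounds called inactive have numbers as strong as hits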
MOR-DOR ag – agonists of human mu-delta opioid receptor heterodimerization | P35372+P41143 | cells, OPRM1-OPRD1 heterodimerization, luminescence | activation, % at 9.3 µM | 0.3% of 340,000 active | AID 504326; in the data active = activation above about 18%;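 also: 0% = vehicle-treated cells and 100% = reference agonist; values of inactives mirror those of a sister screen read the other way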
V-ATPase pH – regulators of yeast V-ATPase proton transport; S. cerevisiae, pHLuorin cytosolic pH fluorescence; response, % at 10 µM; 0.37% of 350,000 active; AID 504577; in the data active = response mostly above about 7.3%, no sharp cut-off; inactive = mostly below about 5.4%; also: actives read high; inactives centre near 0; some compounds called inactive have numbers as strong as hits; reference of the scale not given here
cardiac RTF act – increases calcium sensitivity of human cardiac regulated thin filaments. activation, % at 7.2 µM. 0.24% of 340,000 active. IANBD-labeled TnC RTF fluorescence at EC20 calcium; 0% EC20 calcium, 100% full calcium;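 active = activation above the mean over all tested compounds plus 3 SD, cut at about 30% in these data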;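 also: rise in fluorescence read as greater calcium sensitivity of cardiac thin filaments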
LANA DNA inh – KSHV C-LANA DNA binding inhibition | MBP-C-LANA/FAM-LBS DNA binding, fluorescence polarization | inhibition, % at 9 µM | 0.078% of 340,000 active;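 active = highest replicate inhibition at or above 60% at 9 µM, even if other replicates fall short; inactive = all replicates below 60% inhibition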;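 also: 0% = neutral control wells and 100% = 4 µM acridine orange control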
Cardiac RTF inh – cardiac RTF calcium desensitization; inhibition, % at 7.15 µM; IANBD-labeled cardiac RTF, Ca2+ fluorescence; 0.12% of 340,000 active; P19429+P45379;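 active = inhibition above the mean inhibition of all tested compounds plus 3 SD, cut at about 17% in these data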;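 also: assay run at fixed EC70 calcium of 1.6 mM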
CAL-PDZ inh HTS – inhibitors of human CAL PDZ peptide binding | inhibition, % at 24.9 µM | Q9HD26 | AID 602252 | purified CAL PDZ, TMR-peptide fluorescence polarization, 1 h | 0.92% of 300,000 active;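 active = mean inhibition of at least 30% with at least half of replicates also reaching 30%; inconclusive = no clear call, values can overlap the other calls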;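 also: 0% = DMSO neutral control and 100% = excess unlabeled competitor peptide PRC23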
Numbers without * were called inactive; u = inconclusive; x = not tested or not shown.

SMILES | Keap1-Nrf2 PPI | HTR5A ag | OPRM1-OPRD1 inv | HTR5A inv ag | MOR-DOR ag | V-ATPase pH | cardiac RTF act | LANA DNA inh | Cardiac RTF inh | CAL-PDZ inh HTS
CC(=O)OCC(=O)Nc1c(C)cccc1C | -5 | -1 | 11 | -26 | -2.1 | 3 | 1 | -1.3 | -7 | x
C/C(=C\c1ccccc1)C(=O)Nc1ccc(S(=O)(=O)Nc2ncccn2)cc1 | 3 | 0 | 12 | 28 | -2.5 | -1 | -6 | -0.3 | -9 | x
COC(=O)c1ccc(CSc2nnc(NC(=O)C3CC(=O)N(Cc4ccc(C)cc4)C3)s2)cc1 (configuration not stated) | -4 | 4 | -6 | -15 | 1.1 | 1 | 5 | -2.2 | 10 | -5
Cc1c(N=Cc2cccnc2)c(=O)n(-c2ccccc2)n1C | -2 | -7 | 23 | 16 | -4.7 | 2 | -2 | -0.8 | -11 | -3
CN(CC1COc2ccccc2O1)C(=S)Nc1ccccc1 (configuration not stated) | -3 | 6 | 5 | -11 | -1.0 | 2 | 0 | 1.5 | -5 | -3
Fc1cccc(F)c1CN1CCN(c2ncccn2)CC1 | -1 | -1 | 9 | -6 | -1.6 | 2 | -3 | 0.1 | -9 | x
N/C(=N\OC(=O)c1cccc(Br)c1)c1ccccc1 | -3 | -1 | -11 | 5 | 2.0 | -1 | 1 | 2.6 | 0 | x
COC(=O)c1sc(S(=O)(=O)N2CC(C)OC(C)C2)c(C(=O)OC)c1C (configuration not stated) | 1 | -9 | 14 | 23 | -3.2 | 2 | 1 | 1.5 | -1 | -3
Cc1cccc(CN2CCN(CC(C)C)C(CCO)C2)n1 (configuration not stated) | 2 | 4 | 9 | -12 | -1.8 | -2 | -3 | 0.3 | 3 | 10
O=C(Cn1c(=O)oc2ccccc21)Nc1nc(-c2ccc(Br)cc2)cs1 | 0 | -3 | -47 | 7 | 9.2 | 1 | 2 | 0.3 | -11 | -2
CCn1c(/C=C\c2ccccc2C)nc2ccccc2c1=O | -1 | -1 | -13 | 3 | 1.9 | 3 | -5 | -0.5 | -2 | 0
O=S(=O)(c1ccc2c(c1)CCC2)N1CCNCC1 | 0 | 8 | 0 | -24 | 0.0 | -1 | -7 | -2.9 | -24 | 1
COc1ccccc1OCC(=O)Nc1ccc(N2CCOCC2)cc1N1CCOCC1 | 0 | -1 | 11 | -1 | -2.8 | 2 | -3 | 0.6 | 1 | -3
COCCCNS(=O)(=O)c1ccccc1 | -1 | 11 | -1 | -6 | 0.2 | -1 | 10 | -0.6 | -7 | x
CCOC(=O)N1CCN(CCC(=O)Nc2ccc(OC)cc2OC)CC1 | 0 | -3 | 9 | 17 | -1.9 | -1 | 5 | -0.4 | 0 | -4
CSCCC(NS(=O)(=O)c1ccc(Br)cc1)C(=O)OCC(=O)NC1CC1 (configuration not stated) | -3 | 1 | 10 | -2 | -2.2 | -4 | 0 | 0.4 | -14 | 3
COc1ccc2c(CC(=O)NC(Cc3ccc(Cl)cc3)C(=O)O)cc(=O)oc2c1C (configuration not stated) | 0 | 1 | 4 | -4 | -0.9 | -1 | -4 | -1.8 | -3 | -4
CCn1cc(CCC(=O)NC2CCCC2)c2ccccc21 | -4 | -1 | 17 | 5 | -3.6 | 1 | -2 | 0.7 | -5 | -4
O=C(OC12CC3CC(CC(C3)C1)C2)c1ccc(NCc2cc(O)ccc2O)cc1 | -6 | 21* | -73 | -84 | 14 | 0 | -3 | -0.1 | -4 | 0
Cc1cccc(S(=O)(=O)Nc2ccc(-n3c(C)nc4ccccc4c3=O)cc2)c1 | 3 | -7 | 3 | 2 | -0.5 | 0 | 1 | -0.2 | -6 | x
CC(C)NC(=O)c1ccccc1-c1nc(-c2ccccc2Cl)no1 | -3 | 5 | 16 | 5 | -3.7 | -8 | -2 | 0.4 | -11 | -1
Cn1[nH]c(=O)c2ccccc2c1=O | 3 | 0 | 4 | -6 | -0.6 | 1 | -1 | -1.4 | -4 | -1
O=C(CN1CCOCC1)N/N=C/c1ccc(-c2ccc(Br)cc2)o1 | -4 | 2 | 8 | -1 | -1.7 | 7 | -1 | 3.1 | -8 | -3
O=C(NNS(=O)(=O)c1ccc(F)cc1)C1CCN(S(=O)(=O)c2ccccc2)CC1 | -6 | 4 | 15 | -12 | -2.9 | -1 | 3 | -0.1 | -2 | -3
CC(C)(C)C(=O)Nc1cccc(-c2nnc(-c3cccc(NC(=O)C(C)(C)C)c3)o2)c1 | -4 | 3 | 9 | -8 | -1.7 | 5 | 0 | -0.8 | 5 | -2
SMILES | Keap1-Nrf2 PPI | HTR5A ag | OPRM1-OPRD1 inv | HTR5A inv ag | MOR-DOR ag | V-ATPase pH | cardiac RTF act | LANA DNA inh | Cardiac RTF inh | CAL-PDZ inh HTS
COc1ccc(NC(=O)Nc2cccc3c2O[C@H](CN(C)C(=O)Nc2ccccc2)[C@@H](C)CN([C@H](C)CO)C3=O)cc1 | -3 | -1 | 11 | -40 | -2.0 | -1 | 4 | 0.6 | -4 | 3
Cn1c(N)c(C(=O)CSc2nnc(C3CC3)n2Cc2ccccc2)c(=O)[nH]c1=O | -2 | 0 | -2 | -1 | 0.6 | -1 | 3 | 0.1 | -11 | -1
Cc1cccc(OCCn2ccnc2)c1 | 3 | 4 | 8 | -13 | -1.7 | -1 | 1 | 0.1 | -4 | -3
CCOc1ccccc1N(C(=O)Nc1ccc(Cl)cc1)C1=NCCS1 | -5 | 2 | 11 | -6 | -1.6 | -3 | 1 | -0.4 | -11 | 2
CCC(=NCCc1ccccc1)C1=C(O)CCC1=O | -1 | -2 | -2 | 6 | 0.4 | -1 | 1 | -0.2 | -2 | 64*
CCc1nc2c(sc3nc4c(cc32)COC(C)(C)C4)c(=O)n1Cc1ccccc1 | 0 | -2 | -2 | -41 | 0.4 | -3 | 2 | 0.5 | -1 | -3
COC(=O)[C@@H](NC(=O)NCCC1=CCCCC1)C(C)C | 7 | 4 | 9 | -8 | -1.6 | -1 | 3 | 2.1 | -3 | x
COc1cc(NC(=O)CCCNC(=O)c2ccc(Cl)cc2)cc(OC)c1 | 3 | -1 | 16 | 5 | -3.5 | -2 | 11 | 0.1 | -6 | x
COc1ccccc1CNC(=O)Cc1ccccc1 | -2 | -2 | 14 | 7 | -2.9 | -1 | 2 | 4.2 | -12 | 3
O=S(=O)(c1cccc2nsnc12)N1CCN(c2ccc(F)cc2)CC1 | -1 | 2 | 1 | -15 | -0.2 | 1 | 4 | 1.9 | 13 | x
CC1(C)CC(=O)C(CO)=C(c2cccc3ccccc23)C1=O | 0 | 3 | -3 | 10 | 0.5 | 1 | 3 | 2.1 | -1 | -4
Cc1cccn2c(=O)c3cc(C#N)c(=NC(=O)c4cccs4)n(CCCOC(C)C)c3nc12 | -14 | -7 | 14 | -15 | -2.8 | 1 | 23 | 12 | -12 | 6
CCOC(=O)CCC(NC(=O)c1ccccc1C(=O)NC(CCC(=O)OCC)C(=O)OCC)C(=O)OCC (configuration not stated) | -4 | 0 | 15 | -1 | -2.9 | -1 | 2 | 0.7 | -4 | -2
COCc1cc(=O)[nH]c(Sc2c(-c3ccccc3)c3ccc(Cl)cc3[nH]c2=O)n1 | -5 | 0 | -4 | -3 | 0.8 | 3 | 0 | 1.3 | -11 | 0
Cn1cc(/C=C(\NC(=O)c2ccccc2)C(=O)NCCCN2CCOCC2)c2ccccc21 | 2 | -1 | 13 | 3 | -2.5 | 3 | -5 | 1.1 | 2 | 3
Cc1cc(C)cc(NC(=O)CN2C(=O)COc3ccc(S(=O)(=O)N4CCCC4)cc32)c1 | -2 | 4 | 2 | 8 | -0.5 | 5 | 2 | 1.0 | 5 | x
Oc1ccc(Cl)cc1CNc1nccs1 | -1 | -2 | 0 | 9 | -0.1 | 4 | 8 | -2.3 | -14 | 0
CCOc1ccc(-n2c(C)cc(/C=N/Nc3nc(C)cc(=O)[nH]3)c2C)cc1 | 4 | -1 | 10 | 4 | -1.7 | 5 | -4 | -1.1 | 6 | -3
Cc1ccc(N2C(=NC(=O)c3ccccc3)SC3CS(=O)(=O)CC32)cc1 (configuration not stated) | -2 | 1 | -2 | 7 | 0.4 | -2 | -4 | -1.8 | -5 | 6
O=C(Nc1ccccc1N1CCN(C(=O)c2ccc(Cl)cc2)CC1)c1cc2ccccc2o1 | 1 | 1 | 7 | 4 | -1.2 | -1 | 2 | 0.8 | -4 | -3
CCOc1ccc(C(=O)NCC(=O)NNC(=O)CN(C)S(=O)(=O)c2ccc(Cl)cc2)cc1OCC | -1 | 7 | -3 | -20 | 0.8 | -2 | -5 | 0.8 | -7 | -8
COc1ccc(CNC(=O)CSc2nnc(C(F)(F)F)n2C)cc1 | -6 | -2 | 1 | 5 | -0.2 | 0 | -2 | -0.4 | -8 | -3
CCn1cc(CN2CCC(C(=O)Nc3ccc(Oc4ccccc4F)cc3)CC2)c(C)n1 | -3 | 5 | 3 | -13 | -0.6 | 0 | -1 | -1.9 | -4 | -2
Cc1ccccc1N1CCN(C2CCCN(C(=O)c3ccccn3)C2)CC1 (configuration not stated) | -7 | 0 | 10 | 1 | -1.4 | -1 | 1 | -1.6 | -3 | -1
CCc1ccc2n(-c3ccc(OC)cc3)c([S-])c(C(=O)Nc3cc(C)cc(C)c3)[n+]2c1 | -1 | 5 | 16 | -8 | -3.0 | -2 | 0 | 0.3 | -7 | -4
SMILES | Keap1-Nrf2 PPI | HTR5A ag | OPRM1-OPRD1 inv | HTR5A inv ag | MOR-DOR ag | V-ATPase pH | cardiac RTF act | LANA DNA inh | Cardiac RTF inh | CAL-PDZ inh HTS
O=c1ccc(/C=C/c2ccccc2)nn1Cc1ccc(Cl)cc1Cl | 3 | 0 | 2 | -1 | -0.4 | -3 | -3 | -4.0 | 3 | -1
Cc1cn(CC(=O)NCCN2CCOCC2)c(=O)[nH]c1=O | 2 | 4 | 12 | -14 | -2.6 | 1 | 3 | 0.1 | -5 | 27
COCCn1c(SCc2cnc(-c3ccccc3)s2)nnc1-c1ccncc1 | 0 | -1 | -3 | -23 | 0.6 | -1 | -2 | 0.3 | -7 | -1
CCS(=O)(=O)c1ccc(O)c(NC(=O)c2cc(-c3ccccn3)nc3ccccc23)c1 | u | 0 | 9 | -1 | -2.1 | -3 | -3 | 0.6 | 8 | 12
O=C1CC2(CCN(S(=O)(=O)c3ccccc3)CC2)Oc2ccccc21 | 3 | -4 | 5 | 10 | -0.8 | 1 | -2 | 0.4 | -9 | 2
Cc1csc(NC(=O)c2ccco2)c1C(=O)c1ccccc1 | -1 | 2 | 8 | -3 | -1.6 | 5 | 6 | 0.5 | -7 | -12
O=C(CCC(=O)N1CCN(c2cccc(Cl)c2)CC1)N1CCN(c2ccccc2)CC1 | 1 | 0 | 10 | 0 | -2.0 | -2 | 0 | -1.1 | -1 | -1
CC(CCc1ccco1)NC(=O)Nc1cccc(F)c1 (configuration not stated) | -9 | 1 | -2 | 13 | 0.3 | 2 | 1 | 0.0 | 0 | -7
CCNc1nc(NCC)nc(SCCOC(=O)Nc2ccc(Cl)cc2Cl)n1 | -3 | 3 | -34 | 1 | 5.5 | 3 | 0 | 0.4 | -8 | -3
Cc1cccc(NC(=O)CCN2CCN(C)CC2)c1 | -3 | -2 | -2 | -10 | 0.4 | 5 | 6 | 0.4 | -8 | x
COc1ccc(C2/C(=C(\O)c3ccc4c(c3)OCCO4)C(=O)C(=O)N2CCCN(C)C)cc1 (configuration not stated) | -5 | -1 | -1 | -5 | 0.1 | -2 | 3 | -1.7 | -7 | -2
